SMN2 splice up – qHTS Assay for Enhancers of SMN2 Splice Variant Expression | HEK293 SMN2-luciferase splicing reporter, luminescence, 30-36 h | Potency, µM (titrated, usually from 46.1 µM), without a hit: at the top dose activity change, positive = activation, hits mostly activators | actives 2.8% (n = 210,000) | AID 1458, 2008; note: % of control where 0% means no effect; nearly all actives have a fitted effect of over 55% in size
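qHTS luciferase splicing reporter: luminescence rises when SMN2 exon 7 is included in transfected HEK293 cells. Compound exposure lasted 30-36 h at 37C, with 4.5 mM final sodium butyrate as control, followed by a ONE-Glo read.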
GAA glycogen mod – qHTS Assay for Inhibitors and Activators of Human alpha-Glucosidase Cleavage of Glycogen. Lysosomal alpha-glucosidase (Homo sapiens), P10253. recombinant GAA, glycogen substrate, Amplex Red glucose oxidase fluorescence. Potency, µM (doses to about 76.4 µM), for inactives: top-dose activity change, negative = inhibition, hits mostly inhibitors. actives 0.38% (n = 300,000);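 note: 0% = full enzyme reaction and -100% = no-enzyme basal signal; the screen sought inhibitors and activators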
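qHTS, 1536-well; enzyme 4 nM final; cpd up to 77 uM; substrate bovine liver glycogen 30 ug; 50 mM citrate/phosphate pH 5.0, 0.01% Tween-20; 37 C, 40 min; Amplex Red detection 45 min RT; Hill fit → AC50.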
aGlu spleen mod – qHTS Assay for Inhibitors and Activators of Human alpha-Glucosidase From Spleen Homogenate. human spleen homogenate, 4-MU-alpha-glucoside fluorescence. Potency, µM (highest dose often 79.9 µM), inactives show at the highest dose activity change, negative = inhibition, usual class: inhibitors. actives 0.006% (n = 240,000). AID 2112, 2009;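 note: 0% = enzyme with vehicle and -100% = no enzyme basal signal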
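Human spleen homogenate (1 ug) incubated with compounds and 1 mM 4-methylumbelliferyl-alpha-D-glucopyranoside in pH 5.0 citrate/phosphate buffer, 37 C, 40 min. Stopped at pH 10; 4-MU fluorescence (Ex 365/Em 440 nm); AC50 by Hill fit.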
aGal spleen mod – qHTS Assay for Inhibitors and Activators of Human alpha-Galactosidase From Spleen Homogenate | Alpha-galactosidase A (Homo sapiens), P06280 | human spleen homogenate, 4MU-alpha-Gal fluorescence, 40 min | Potency, µM (top dose mostly 80 µM), for inactives: top-dose activity change, negative = inhibition, most hits filed as inhibitors | actives 0.008% (n = 240,000);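 note: 0% = enzyme with vehicle and -100% = no enzyme basal signal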
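Human spleen homogenate (1 ug) as enzyme source, 4-methylumbelliferyl-alpha-D-galactopyranoside 1 mM final, citrate/phosphate pH 5.0 with 0.01% Tween-20. Compounds 40 min at 37C, NaOH/glycine stop; fluorescence Ex 365/Em 440, Hill-fit AC50.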
RGS12 GoLoco inh – qHTS Assay for Inhibitors of RGS12 GoLoco Motif Activity (Red Fluorophore); Guanine nucleotide-binding protein G(i) subunit alpha-1 (Homo sapiens), P63096; Gai1:RGS12 GoLoco peptide FP, rhodamine, 10 min; Potency, µM (series often up to 61.6 µM), without a hit: top-dose activity, negative = inhibition, hits mostly inhibitors; actives 0.44% (n = 230,000); active = well fitted inhibition curve with a large enough effect, not every such curve was filed as active; inactive = no such curve, though single readings can be large or run the other way; note: % is set by controls: 0 for no effect and ±100 for the full control effect; nearly all actives have a fitted effect of over 30% in size; many of its hits are not listed in these tables
ALDH1A1 block – qHTS Assay for Inhibitors of Aldehyde Dehydrogenase 1 (ALDH1A1) | Aldehyde dehydrogenase 1A1 (Homo sapiens), P00352 | Purified ALDH1A1, NADH fluorescence, propionaldehyde substrate | Potency, µM (top dose mostly 75.3 µM), for inactives: top-dose activity, negative = inhibition, hits mostly inhibitors | actives 7.3% (n = 220,000) | AID 1030, 2008; active = well fitted inhibition curve with a large enough effect, not every such curve was filed as active; inconclusive = small, poorly fitted or top-dose-only effect, or another doubt; inactive = no such curve, though single readings can be large or run the other way;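 note: plate controls were no enzyme wells and a reference inhibitor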
Target sequence (P00352 whole entry, looked up): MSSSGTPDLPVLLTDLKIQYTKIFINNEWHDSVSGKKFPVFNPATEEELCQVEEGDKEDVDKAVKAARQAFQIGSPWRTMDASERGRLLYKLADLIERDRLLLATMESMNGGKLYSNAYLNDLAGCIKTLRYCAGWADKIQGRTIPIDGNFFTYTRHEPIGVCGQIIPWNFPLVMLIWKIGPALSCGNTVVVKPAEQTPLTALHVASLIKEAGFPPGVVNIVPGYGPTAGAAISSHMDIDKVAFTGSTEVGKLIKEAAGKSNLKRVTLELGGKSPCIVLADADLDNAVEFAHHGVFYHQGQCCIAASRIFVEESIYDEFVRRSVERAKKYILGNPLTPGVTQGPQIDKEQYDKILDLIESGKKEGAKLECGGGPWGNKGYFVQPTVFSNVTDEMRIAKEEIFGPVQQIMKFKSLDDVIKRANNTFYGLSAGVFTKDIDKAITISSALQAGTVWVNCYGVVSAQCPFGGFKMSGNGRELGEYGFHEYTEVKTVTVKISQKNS
KDM4E inh – qHTS Assay for Inhibitors of Human Jumonji Domain Containing 2E (JMJD2E); JMJD2E catalytic domain, FDH-coupled NADH fluorescence (FDH is formaldehyde dehydrogenase); actives 1.6% (n = 230,000); AID 2147, 2009; Potency, µM (titrated, usually from 57.1 µM), for inactives: at the highest dose activity change, negative = inhibition, actives largely listed as inhibitors; active = well fitted inhibition curve with a large enough effect, not every such curve was filed as active; inconclusive = small, poorly fitted or top-dose-only effect, or another doubt; inactive = no such curve, though single readings can be large or run the other way;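 note: 0% = wells with enzyme and -100% = buffer wells without enzyme; nearly all actives have a fitted effect of over 50% in size; many of its hits are not listed in these tables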
Target sequence (B2RXH2 1-337 limits assumed): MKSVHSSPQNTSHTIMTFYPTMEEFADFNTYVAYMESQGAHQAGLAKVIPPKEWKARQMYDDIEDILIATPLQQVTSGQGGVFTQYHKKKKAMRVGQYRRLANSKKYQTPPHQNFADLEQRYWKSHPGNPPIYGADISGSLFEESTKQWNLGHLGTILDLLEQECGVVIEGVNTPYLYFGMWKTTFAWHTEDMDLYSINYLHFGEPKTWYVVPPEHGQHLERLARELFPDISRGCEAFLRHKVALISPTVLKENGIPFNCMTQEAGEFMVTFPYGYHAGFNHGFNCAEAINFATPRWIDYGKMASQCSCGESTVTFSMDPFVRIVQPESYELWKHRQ
GAA inhib – qHTS Assay for Inhibitors of Human alpha-Glucosidase as a Potential Chaperone Treatment of Pompe Disease. AID 1466, 2008. actives 0.005% (n = 200,000). Potency, µM (highest dose often 76.9 µM), for inactives: at the highest dose activity change, negative = inhibition, most hits filed as inhibitors. Lysosomal alpha-glucosidase (Homo sapiens), P10253. purified human GAA, 4-MU-alpha-glucoside fluorescence;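 note: plate controls were uninhibited enzyme wells for no effect and no-enzyme background for full effect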
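Compounds are titrated up to 77 uM against 4 nM human enzyme. Substrate 4-methylumbelliferyl-alpha-D-pyranoside (400 uM) reacts 20 min at room temperature in pH 5.0 buffer; liberated 4-methylumbelliferone is read at 440 nm.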
Numbers without * were called inactive; ? = inconclusive; nt = no result given; & = joins results of further samples; [ ] = remark or other dose. Unless noted, calls come from the whole dose curve; as a rule, active = well fitted curve in the direction sought with a large enough effect; inconclusive = small, poorly fitted or top-dose-only effect, or another doubt; inactive = no such curve, though single readings can be large; an effect the other way counts as inactive or inconclusive. Potency is the fitted concentration of half-maximal effect. An excerpt; the hit share may differ from the screen's.

SMN2 splice up	GAA glycogen mod	aGlu spleen mod	aGal spleen mod	RGS12 GoLoco inh	ALDH1A1 block	KDM4E inh	GAA inhib	canonical_smiles
-8%	5%	-4%	4%	6%	5%	?	-2%	CC(=O)Nc1ccc(C(=O)OCc2ccc(Br)cc2)cc1
-4%	-17%	5%	7%	1%	14µM*	3%	6%	Cc1sc(NC(=O)CSc2nnc(C)c(=O)[nH]2)c(C#N)c1C
-1%	-4%	3%	-4%	8%	0%	-7%	1%	O=S(=O)(Nc1ccc(Cl)cn1)c1ccccc1
-42%&-3%[inhibitor]	5%	4%	7%	8%	-1%	7%	3%	COc1ccc(OCCSc2nc(C)c(Cc3ccccc3)c(=O)[nH]2)cc1
-10%	-7%	4%	6%	-13%	?	-6%	8%	COC(=O)c1ccccc1NC(=O)NCc1ccncc1
-1%	-1%	-5%	-6%	9%	4%	9%	?	Cc1occc1-c1n[nH]c(=S)n1C
nt	6%	-1%	1%	4%	1%	-4%	-2%	CCSc1nnc(NC(=O)Cn2cnc3ccccc3c2=O)s1
17%	10%	-4%	14%	-14%	?	?	8%	CCOC(=O)c1sc2nc(N3CCOCC3)c3c(c2c1N)CCN(C)C3
-9%	-2%	5%	2%	-7%&2%	2%	0%	4%[15.4 µM]	CC(=O)OCC(=O)[C@@]1(OC(C)=O)[C@@H](C)C[C@H]2[C@@H]3C[C@H](F)C4=CC(=O)C=C[C@]4(C)[C@@]3(F)[C@@H](O)C[C@@]21C
nt	-6%	-8%	5%	8%	18µM*	?	-2%[15.4 µM]	CC(C)c1ccc(CN(C(=O)/C=C/c2ccco2)C2CCS(=O)(=O)C2)cc1 (configuration not stated)
-90%[inhibitor]	-6%	3%	6%	-15%	?	?	-6%	CCc1ccc(S(=O)(=O)NCCc2csc(-c3cccnc3)n2)s1
4%	8%	-3%	-4%	4%	-6%	-6%	-1%	COc1cc(C(=O)NCC(=O)OCC(=O)c2ccc[nH]2)cc(OC)c1OC
7%	-18%	8%	8%	-11%	?	-5%	-2%	O=C(CSc1nnc(-c2cccs2)o1)OCc1ccccc1
7%	4%	0%	6%	-4%	?	-9%	-5%	CCN(CC)S(=O)(=O)c1ccc(C(=O)NCc2ccc3c(c2)cc(C)n3C)cc1
-4%	3%	3%	3%	4%	1%	-1%	2%	CCCc1nn(C)c(C(=O)Nc2ccc(C(C)(C)C)cc2)c1Cl
6%	-14%	-8%	-1%	-6%	7.9µM*	?	?	CN1CCN(C(=S)C(=O)Nc2ccc(Br)cc2)CC1
-7%	1%	2%	-5%	14%	0%	-2%	-13%	Cc1c(C(N)=O)sc2ncn(CC(=O)OC(C)C)c(=O)c12
21%	13%	-1%	-7%	-13%	-1%	0%	-3%	CCCCOC(=O)Nc1nc2ccc(OC)cc2s1
-7%	4%	-2%	0%	4%	-5%	0%	-3%	O=C(NCc1ccco1)c1cc(-c2cccnc2)nc2ccccc12
-11%	-15%	-9%	6%	2%	?	?	6%	COc1ccccc1/C=C/C=N/N1CCN(c2ccccn2)CC1
-12%	?	9%	7%	5%	-1%	-7%	-9%	Cc1sc(N/N=C/C=C/c2ccccc2)nc1-c1ccccc1
1%	8%	-2%	5%	16%	8%	1%	-8%	Cc1ccc(Oc2ccc(Oc3ccc(C)cc3)nn2)cc1
-10%	-2%	1%	2%	0%	-3%	1%	3%	CCOC(=O)c1c(C)[nH]c(C(=O)COC(=O)c2oc3ccccc3c2C)c1C
20%	0%	11%	6%	-1%	?	?	-1%	CC(C)NCCCCOc1cccc(Br)c1
nt	-8%	0%	-3%	-2%	13µM*	-16%	-4%	CCOC(=O)c1c(C)oc2c1c(C(c1cccnc1)N1CCN(C)CC1)c(O)c1ccccc12 (configuration not stated)
-18%	-3%	7%	14%	8%	?	-1%	-14%	N#CCSc1nc(N)c(C#N)c(C2CCCCC2)c1C#N
-21%	3%	5%	4%	1%	?	?	5%	CCc1cc2c3c(c(=O)oc2cc1OC)CCCC3
-7%	nt	1%	1%	7%	6%	1%	nt	CCCC1O[C@@H]2C[C@H]3[C@@H]4CCC5=CC(=O)C=C[C@]5(C)C4[C@@H](O)C[C@]3(C)[C@]2(C(=O)CO)O1 (some centres not stated)
nt	-7%	-4%	6%	8%	-11%	14%	nt	C/C(=N\NC(=O)c1ccc(O)cc1)c1ccc(N2CCOCC2)cc1
-10%	5%	4%	8%	3%	0%	9%	2%	NC(=O)C1CCN(C(=O)CN2CCN(c3cccc(C(F)(F)F)c3)CC2)CC1
28%	-2%	-7%	-4%	7%	4%	8%	0%	CCOCCCNC(=O)C1CCN(C(=O)N(C)C)CC1
-7%	6%	4%	0%	1%	?	-7%	4%	Cc1ccc(Sc2ncccc2/C=N/O)cc1
25%	0%	3%	2%	4%	5%	9%	6%	Cc1nc2nc(COc3ccccc3)[nH]n2c(=O)c1C
-9%	10%	-6%	-17%	2%	2µM*	5%	-2%	COc1cc(C(=O)NC(c2ccccc2)c2ccccc2)cc(Cl)c1OC
9%	8%	-3%	-3%	16%	-20%	-2%	3%	Cc1cc2c(cc(C(=O)OCC(=O)NCc3ccco3)n2C)s1
2%	3%	-4%	6%	6%	7%	-3%	-1%	Cc1ccc2nc(C)c(Cl)c(=O)n2c1
-9%	4%	1%	1%	-15%	3%	5%	3%	Clc1ccc(COn2c(-c3ccccc3)nc3ccccc32)cc1
-7%	-4%	-7%	-3%	-2%	-8%	-23%	-2%	Cc1[nH]n(-c2cccc3ccccc23)c(=O)c1C=Nc1ccc2[nH]c(=O)[nH]c2c1
nt	-29%	-2%	3%	16%	nt	?	nt	CCOC(=O)C1=C(O)/C(=C\c2ccc(O)c(OCC)c2)N=C1C
nt	11%	0%	2%	6%	4%	-16%	-2%	Cc1nnc(SCC(=O)NC2CCCCC2C)s1 (configuration not stated)
-12%	-2%	0%	-11%	12%	?	11%	7%	Cc1cc(C)c(C)c(/C=C(/C#N)C(N)=S)c1C
1.3µM*	-1%	0%	-2%	-23%	-4%	-11%	-9%	Cc1ccc(-n2cc3ccc([N+](=O)[O-])cc3n2)cc1
?	0%	-7%	1%	17%	4%	-4%	-8%	N#CCCn1c(SCC(=O)NCC2CCCO2)nc2ccccc21 (configuration not stated)
10%	4%	4%	9%	8%	-1%	-2%	1%	O=C1CN(S(=O)(=O)c2ccccc2C(F)(F)F)CCN1
21%	10%	-7%	1%	26%	5%	-29%	10%	COc1ccc(N)c2c1OCCC2=O
-18%	-6%	2%	2%	0%	0%	5%	-7%	CCOC(=O)c1ccc(NC(=O)CSc2nnc(CNC(=O)c3c(F)cccc3Cl)o2)cc1
?	-1%	1%	-1%	13%	7%	-11%	-3%	COc1ccccc1N1CCN(S(=O)(=O)c2ccc(Br)s2)CC1
-8%	2%	2%	-5%	2%	-4%	-2%	-2%	COc1ccc(C2N(S(=O)(=O)c3ccc(C)cc3)CCN2S(=O)(=O)c2ccc(C)cc2)cc1
6%	-5%	0%	-4%	33%[activator]	?	-4%	15%	O=C(NN1CCOCC1)c1sc2cccc(F)c2c1Cl
-2%	-12%	2%	-3%	1%	?	?	-4%	COc1ccc2c(-c3ccccc3)cc(SCC(=O)NC3CCS(=O)(=O)C3)nc2c1 (configuration not stated)
nt	-6%	0%	7%	1%	nt	-10%	nt	CCc1ccc(C(=O)/C=C/Nc2ccc(S(=O)(=O)Nc3cnc4ccccc4n3)cc2)cc1
-4%	3%	1%	-4%	-4%	10µM*	?	-15%	Cc1ccc(-n2c(N)c(C(=O)N3CCOCC3)sc2=S)c(C)c1
nt	nt	0%	3%	5%	5%	3%	nt	CCOC(=O)C1=C(C)NC(C)=C(C(=O)OC)[C@H]1c1cccc([N+](=O)[O-])c1
-14%	4%	-8%	0%	11%	1%	-2%	?	Fc1ccc(C(c2nnnn2CCc2ccccc2)N2CCCc3ccccc32)cc1 (configuration not stated)
-16%	?	3%	3%	-25%	?	?	2%	COc1ccccc1N1C(=O)CC(Nc2ccc(N3CCOCC3)cc2)C1=O (configuration not stated)
nt	-9%	11%	4%	8%	?	3%	-3%	Clc1ccc(-c2noc(CN3CCOCC3)n2)cc1
-8%	12%	6%	11%	2%	0%	10%	-3%	CCn1c(COc2ccccc2C)nnc1SCC(=O)NC1CCCC1
-22%	3%	-3%	4%	-11%	14µM*	0%	-3%	Cc1c(C(=O)N2CCN(c3ccccn3)CC2)oc2ccccc12
-4%	-30%	-7%	6%	3%	?	?	1%	COC(=O)CSc1ccc2nnc(-c3ccc(F)cc3)n2n1
-9%	-18%	-9%	-18%	-10%	?	0%	2%	COc1ccc(CCN(C)C(=O)/C=C/c2c(Cl)nc3ccccn23)cc1OC

(list continues)
SMN2 splice up	GAA glycogen mod	aGlu spleen mod	aGal spleen mod	RGS12 GoLoco inh	ALDH1A1 block	KDM4E inh	GAA inhib	canonical_smiles
nt	-8%	4%	4%	2%	5%	3%	1%	Cc1c(Cl)cccc1NC(=O)C1CCCCC1
?	1%	4%	9%	2%	-12%	5%	-12%	COc1ccc(C(F)(F)F)cc1NC(=O)c1nc2nc(C)cc(C(F)F)n2n1
4%	-7%	2%	3%	-7%	?	?	-2%	O=C(COC(=O)c1cccc2ccccc12)NCCCc1ccccc1
-11%	-3%	-18%	-15%	-5%	1%	?	-6%	CCOC(=O)c1ccc(-c2n[nH]c(=O)c3ccccc23)cc1

Reprinted at random: two entries already listed, in no set order.
SMN2 splice up	GAA glycogen mod	aGlu spleen mod	aGal spleen mod	RGS12 GoLoco inh	ALDH1A1 block	KDM4E inh	GAA inhib	canonical_smiles
17%	10%	-4%	14%	-14%	?	?	8%	CCOC(=O)c1sc2nc(N3CCOCC3)c3c(c2c1N)CCN(C)C3
7%	4%	0%	6%	-4%	?	-9%	-5%	CCN(CC)S(=O)(=O)c1ccc(C(=O)NCc2ccc3c(c2)cc(C)n3C)cc1
